TMEM16A act – mouse TMEM16A channel activation, primary screen | HEK293 TMEM16A/YFP-H148Q/I152L, iodide quench fluorescence; stronger effect = lower value | B-score at 10 µM | 340,000 compounds, 0.3% hits;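 active = fluorescence-ratio B-score plate-corrected deviation score at least 3 library SD below zero, with starting fluorescence score within 5 deviations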;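 note: channel opened by trigger with iodide after compound preincubation; score built on the fluorescence ratio of max minus min over baseline; more negative score means more quench and so TMEM16A activation or potentiation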
RGS4 block – inhibitors of human RGS4 | P49798 | HEK293 M3R/RGS4 inducible, Fluo-4 calcium flux; stronger effect = higher value; triggered by carbachol at its EC20 | B-score at 10 µM | 310,000 compounds, 0.45% hits | AID 463165;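 active = B-score, a plate-corrected calcium signal, over three deviations above library mean, with baseline fluorescence within five deviations of library mean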;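 note: RGS4 expression induced by doxycycline in cells with stable M3 receptor; B-score is computed from the integrated fluorescence ratio over baseline after carbachol; higher B-score means a larger calcium signal and so more RGS4 inhibition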
Target sequence (P49798 whole entry, looked up): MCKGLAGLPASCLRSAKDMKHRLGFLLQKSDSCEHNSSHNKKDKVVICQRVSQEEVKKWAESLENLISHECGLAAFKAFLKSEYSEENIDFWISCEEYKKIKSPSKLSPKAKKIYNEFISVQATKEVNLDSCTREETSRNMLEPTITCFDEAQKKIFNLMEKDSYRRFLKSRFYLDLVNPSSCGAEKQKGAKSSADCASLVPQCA
TMEM16A inh – mouse TMEM16A channel inhibition, primary screen | Q8BHY3 | HEK293 TMEM16A/YFP iodide influx fluorescence, ionomycin | normalized B-score (activity score, 25-100; higher = stronger inhibition) at 10 µM | 310,000 compounds, 1.2% hits | AID 588511;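 active = ratio plate-corrected score three or more library SD toward inhibition, starting fluorescence score within five deviations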;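 note: score derived from kinetic fluorescence span divided by baseline fluorescence per well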
KCNK3 block – human KCNK3 channel inhibition, primary screen; 340,000 compounds, 0.84% hits; CHO-KCNK3 thallium flux, FluxOR fluorescence; stronger effect = lower value; AID 602410; B-score at 10 µM;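 active = B-score under library mean minus 4 SD, starting fluorescence ratio at most library mean plus 5 SD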;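 note: more negative B-score means stronger inhibition of thallium flux through KCNK3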
Target sequence (O14649 whole entry, looked up): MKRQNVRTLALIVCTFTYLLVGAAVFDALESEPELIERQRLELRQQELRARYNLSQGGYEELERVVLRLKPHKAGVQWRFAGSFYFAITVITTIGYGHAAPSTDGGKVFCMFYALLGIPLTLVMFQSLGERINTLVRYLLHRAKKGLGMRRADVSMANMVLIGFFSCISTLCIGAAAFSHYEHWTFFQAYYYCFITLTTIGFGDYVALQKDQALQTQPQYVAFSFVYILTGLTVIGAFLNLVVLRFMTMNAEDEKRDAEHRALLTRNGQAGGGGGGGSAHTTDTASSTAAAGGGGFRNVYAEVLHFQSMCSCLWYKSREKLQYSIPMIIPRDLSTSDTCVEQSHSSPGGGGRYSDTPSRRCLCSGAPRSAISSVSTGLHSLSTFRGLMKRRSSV
hERG rescue – hERG (human) protection from proarrhythmic block; 310,000 compounds, 0.51% hits; Q12809; activation (rescue from dofetilide block), less the hit threshold, % at 10 µM; CHO-hERG, FluxOR thallium flux, dofetilide IC70 present;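 active = activation above the mean of controls blocked by dofetilide plus 5 SD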;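 note: thallium influx through hERG after potassium depolarization seen as dye fluorescence rise; in these data hits start at about 4.7%; inactives centre near -7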
SKKanGAS inh – inhibitors of SKKanGAS S. pyogenes growth in kanamycin (SK-promoter or general growth effect). BacTiter-Glo, 6 h. 300,000 compounds, 1.3% hits. inhibition, % at 7.5 µM;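 active = mean replicate score, as percent of positive control median, at least 50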;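 note: strain carries kanamycin resistance gene driven by streptokinase promoter and grows in 40 µg/ml kanamycin; loss of luminescence reflects streptokinase promoter inhibition or plain growth inhibition; 0% = median of DMSO wells and 100% = positive control at its reference dose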
KCNQ1 block – inhibitors of human KCNQ1 potassium channel; P51787; CHO-K1 KCNQ1, FluxOR thallium flux fluorescence; stronger effect = higher value; B-score at 10 µM; 310,000 compounds, 1.3% hits;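 active = compounds whose thallium flux B-score, printed positive for inhibition, exceeds three library SD while starting fluorescence stays within three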;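 note: channel opened by potassium depolarization with thallium stimulus after 20 min compound exposure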
RGS4 pot – potentiators or activators of RGS4 | HEK293 M3R/inducible RGS4, carbachol calcium flux Fluo4; stronger effect = lower value | B-score at 10 µM | 310,000 compounds, 0.92% hits;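 active = B-score of the integrated calcium signal more than 4 SD below the library mean, with starting fluorescence not abnormally high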;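 note: negative B-score means reduced calcium response which marks RGS4 activation or potentiation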
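Material: M3R-expressing HEK293 line, RGS4 induced by doxycycline | Schedule: Overnight RGS4 induction, 30 min dye load 37 °C, 20 min compound RT | Measured by: Fluo4 fluorescence kinetic imaging of calcium | Read-out: Integrated calcium ratio converted to B score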
KCNK9 block – inhibitors of human KCNK9 two-pore domain potassium channel; 310,000 compounds, 1.2% hits; B-score at 10 µM; HEK293 KCNK9, FluxOR thallium flux fluorescence; stronger effect = lower value;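 active = ratio B-score over 3 SD below the library mean, with starting fluorescence within 5 SD of its mean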;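 note: negative B-score means less thallium flux so channel inhibition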
KCNQ1 pot – human KCNQ1 channel potentiation or activation | P51787 | CHO-K1 KCNQ1, thallium flux FluxOR fluorescence; stronger effect = higher value | B-score at 10 µM | 310,000 compounds, 0.35% hits | AID 2648;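 active = fluorescence ratio B-score, a plate-corrected score, at least three library SD, with initial intensity B-score within 5 SD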
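Assay system: CHO-K1 cells stably expressing KCNQ1; Medium: assay buffer with matched DMSO; Also added: K+/Tl+ depolarizing stimulus; Dosing: single dose; Timing: dye 90 min, compound 20 min, room temperature; Measured by: kinetic FluxOR thallium fluorescence, 10-s 1-Hz baseline, 110-s post-stimulus read; Read-out: peak-minus-minimum fluorescence over initial fluorescence, negative-control normalized, B-scored.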
HDAC3 inhib – human HDAC3 inhibition; O15379; recombinant HDAC3, fluorogenic peptide/trypsin coupled, fluorescence; inhibition, % at 8.3 µM; 320,000 compounds, 0.15% hits; AID 2718; in the data active = inhibition above about 26%, passing the limit was not always enough
Target sequence (O15379 whole entry, looked up): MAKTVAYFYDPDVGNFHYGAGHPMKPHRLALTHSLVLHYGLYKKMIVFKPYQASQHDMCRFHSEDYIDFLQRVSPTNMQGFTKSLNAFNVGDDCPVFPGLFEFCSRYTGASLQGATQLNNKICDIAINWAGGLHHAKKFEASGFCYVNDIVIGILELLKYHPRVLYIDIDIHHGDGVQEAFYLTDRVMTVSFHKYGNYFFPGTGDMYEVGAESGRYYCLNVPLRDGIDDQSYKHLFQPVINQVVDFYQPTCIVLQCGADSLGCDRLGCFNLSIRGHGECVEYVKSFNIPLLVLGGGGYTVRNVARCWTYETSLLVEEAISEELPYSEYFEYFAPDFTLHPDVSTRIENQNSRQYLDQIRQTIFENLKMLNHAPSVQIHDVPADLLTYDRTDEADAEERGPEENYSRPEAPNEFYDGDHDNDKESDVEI
Active calls of the source: *; i = inactive; · = no result given. An unsorted share of the library; overall some 6.3% were active at least once.

SMILES,SKKanGAS inh,TMEM16A inh,HDAC3 inhib,RGS4 pot,KCNK9 block,RGS4 block,KCNK3 block,TMEM16A act,KCNQ1 block,KCNQ1 pot,hERG rescue
O=c1c2ccccc2nc(-c2cccs2)n1-c1ccc2ccccc2c1,12.8,i,2.7,i,i,i,i,i,i,i,-2.5
CCc1ccc(Nc2n[n+](-c3ccccc3)c(-c3ccc(N(CC)CC)cc3)s2)cc1,7.0,i,9.6,i,i,i,i,i,i,i,-51.1
Cc1cccc(NC(=O)CSCC(=O)Nc2cc(Cl)ccc2N2CCN(C)CC2)c1,-14.2,i,-4.5,i,i,i,i,i,i,i,-11.8
CCOc1ccc(NC(=O)C[n+]2ccc(N(C)C)cc2)cc1,0.2,i,·,i,i,i,i,i,i,i,1.1
CC(=O)/C(C#N)=C1\NC(=O)C(Cc2ccc(C)c(C)c2)S1 (stereo not given),8.2,25*,1.1,i,i,i,i,i,i,i,-7.5
Oc1cccc(N2Cc3ccccc3C2)c1,-1.8,i,0.6,i,i,i,i,i,i,i,-13.6
Cc1ccccc1OCc1nc(-c2ccc(NC(=O)c3ccco3)cc2)no1,·,25*,0.3,i,i,i,i,i,i,i,-1.9
Nc1ccc(C(=O)Nc2nc3ccccc3s2)cc1,-0.5,i,6.2,i,i,i,i,i,i,i,-3.2
CC(C)c1ccc(CNc2ccc([N+](=O)[O-])cn2)cc1,4.7,i,7.5,i,i,i,i,i,7*,i,-11.5
O=C(CNC1CCCCCC1)Nc1ccc(S(=O)(=O)NC2CC2)cc1,-9.1,i,-0.7,-7.72*,i,i,i,i,i,i,-2.5
O=C(COC(=O)c1ccccc1OCc1ccc(Cl)cc1)NC1CC1,2.3,i,-3.4,i,i,i,i,i,i,i,-2.2
N#CCc1ccc(NC(=O)Nc2cccc3ccccc23)cc1,-5.3,i,-3.3,i,i,i,i,i,i,i,-4.4
O=[N+]([O-])c1c(Nc2ccc(Br)cc2)ccc2nonc12,3.6,i,0.2,i,i,i,i,i,i,i,-1.1
Cc1ccn(CCC(=O)Nc2ccc(-c3ccno3)cc2)n1,-1.6,i,5.3,i,i,i,i,i,i,i,-3.8
[O-][n+]1c2c(c3c4non(O)c4ccc31)CCCC2,1.2,100*,8.0,i,i,i,i,i,6*,i,-19.5
CCCCCc1ccc(-c2ccc(=O)[nH]n2)cc1,17.1,i,0.9,i,i,i,i,i,i,i,-7.7
Cc1ccc(NC(=O)Cn2cccc2C2=NC(c3ccccc3)CO2)c(C)c1 (stereo not given),-5.9,i,0.8,i,i,i,i,i,i,i,-3.6
Cc1cc(C)c[n+](-c2[nH]c(=O)sc2/C=N/NC([S-])=Nc2ccccc2)c1,-0.6,i,·,i,i,i,i,i,i,i,-2.2
Fc1cccc(Cl)c1Cn1nnc2c(N3CCC4(CC3)OCCO4)ncnc21,13.2,i,2.9,i,i,i,i,i,i,i,-10.3
O=C(CCCCCn1c(=S)[nH]c2cc3c(cc2c1=O)OCO3)N1CCN(Cc2ccccc2)CC1,·,i,-7.2,i,i,i,i,i,i,i,-10.5
O=C(Nc1cccc([N+](=O)[O-])c1)Nc1cccc([N+](=O)[O-])c1,11.3,i,-0.3,i,i,i,i,i,8*,i,-21.9
O=C(NCc1ccccc1)c1ccc2c(=O)n3c(nc2c1)CCCCC3,2.9,i,-2.6,i,i,i,i,i,i,i,-8.0
CCC(C)[C@H](NC(=O)Nc1ccc(C(C)=O)cc1)C(=O)OC (stereo not given in full),-3.1,i,3.8,i,i,i,i,i,i,i,-2.9
COc1ccc(-c2oc3ccccc3c(=O)c2OCC(=O)O)cc1,-9.4,i,-14.2,i,i,i,i,i,i,i,-8.6
Cc1ccc(S(=O)(=O)N(C)C)cc1NC(=O)C(C)N(C)CCOc1ccc(Cl)cc1 (stereo not given),0.0,25*,2.6,i,i,i,-9.37*,i,i,i,-10.1
Cc1ccc(-n2c(C)c([N+](=O)[O-])c3ccc(O)c(CN(C)C)c32)cc1,0.0,i,0.8,i,i,i,i,i,i,i,-4.3
CCOc1ccc(C(=O)Nc2nnc(S(=O)(=O)N3CCCCC3)s2)cc1,24.0,i,-1.3,i,i,i,i,i,i,i,-5.8
CC1CCCN(C(=S)Nc2ccc3nc4n(c(=O)c3c2)CCCCC4)C1 (stereo not given),4.3,i,-5.7,i,i,i,i,i,i,i,-7.0
O=C(Nc1ccccn1)c1ccc(Cl)c(S(=O)(=O)N2CCCC2)c1,-0.5,i,-0.2,i,i,i,i,i,i,i,-16.2
CCOC(=O)C1=C(CN2CCCCCC2)NC(=O)NC1c1cccc([N+](=O)[O-])c1 (stereo not given),-0.9,i,3.4,i,i,i,i,i,i,i,-6.4
O=Cc1ccc(OCc2ccc3c(c2)OCO3)cc1,1.3,i,-0.5,i,i,i,i,i,i,i,-6.2
O=C(O)CCC1(C(=O)O)OCCc2ccccc21 (stereo not given),2.3,i,5.8,i,i,i,i,i,i,i,-1.2
COCCN(Cc1cc2cc(C)c(C)cc2nc1Cl)C(=O)Nc1ccccc1,8.5,i,-0.7,i,i,i,i,i,i,i,2.7
CCCCCc1ccc(-c2cn(Cc3ccc(C)cc3)nn2)cc1,3.8,i,-1.6,i,i,i,i,i,i,i,-5.0
Fc1ccc(CN2CCN(C(c3ccccc3)c3ccccc3)CC2)cc1,-5.7,i,-7.9,i,i,i,i,i,i,i,-9.9
Cc1cccc(C(=O)Nc2cc(NC(=O)c3cccs3)ccc2C)c1,11.7,i,6.9,i,i,i,-9.73*,i,i,i,-4.4
O=C(O)CSCC(=O)NCc1cccc(C(F)(F)F)c1,0.4,i,-14.8,i,i,i,i,i,i,i,-3.6
CCN(CC)S(=O)(=O)c1ccc(N/N=C/c2ccc(O)cc2O)nc1,-0.9,i,9.7,i,i,i,i,i,i,i,-1.6
CC(C)(C)NC(=O)C1CCN(C(=O)c2ccco2)CC1,0.5,i,0.0,i,i,i,i,i,i,i,-6.5
CC(=O)c1ccc(N2CCN(C(=O)c3cc(-c4cccnc4)nc4ccc(Br)cc34)CC2)cc1,7.2,i,-1.7,i,i,i,i,i,i,i,-14.8
Cc1ccc(C)c(OC(=O)c2cccc(S(=O)(=O)N3CCN(C)CC3)c2)c1,-0.2,i,0.6,i,i,i,i,i,i,i,-4.5
COc1ccc(-c2cc(C(=O)Nc3ccccc3SC)no2)cc1OC,-13.7,i,-7.4,i,i,i,i,i,i,i,-6.5
Cc1ccc(F)cc1NC(=O)Nc1cc(C(C)(C)C)nn1C,-8.8,i,·,i,i,i,i,i,i,i,-9.5
COc1ccc(/C=C2/C(=O)OCc3cc(OC)c(OC)cc32)cc1,-5.4,i,3.8,i,i,i,i,i,i,i,-4.9
Cc1ccc2ncc([N+](=O)[O-])n2c1,0.8,i,-6.7,i,i,i,i,i,i,i,-6.4
COC(=O)C(Cc1ccccc1)NC(=O)CCCC(=O)NCc1cccc(OC)c1 (stereo not given),-3.8,i,0.0,i,i,i,i,i,i,i,-3.2
COc1ccc(C(=O)Nc2ccc(NC(=O)c3ccccn3)cn2)cc1,-5.3,·,·,i,i,i,i,i,i,i,-7.1
CCN(CC)S(=O)(=O)c1ccc(NC2CCCc3ccccc32)nc1 (stereo not given),-2.1,i,10.2,i,i,i,i,i,i,i,1.3
C#CCOc1ccc(C2C3=C(CCCC3=O)N(CC(=O)O)C3=C2C(=O)CCC3)cc1Br,-0.2,i,-38.3,i,i,i,i,i,i,i,-5.5
O=C(O)/C=C\C(=O)Nc1ccccc1C(=O)NC1CCCCC1,-11.1,i,-4.3,i,i,i,i,i,i,i,-9.8
CCCSc1nc2[nH]ncc2c(=O)[nH]1,4.5,i,1.6,i,i,i,i,i,i,i,-1.0
COc1ccc(S(=O)(=O)N2CCCCCC2)cc1C(=O)N(C)Cc1ccco1,-14.5,i,0.5,i,i,i,i,i,i,i,-14.1
Cc1ccc(N(C(=O)c2csnn2)C(C(=O)NC2CCCCC2)c2ccccn2)c(C)c1 (stereo not given),12.1,i,4.5,i,i,i,i,i,i,i,-6.8
O=C1c2ccccc2C(Nc2ccc(S(=O)(=O)N3CCCCC3)cc2)N1c1ccccn1 (stereo not given),-0.6,i,-0.2,i,i,i,i,i,i,i,-10.2
COC(=O)c1ccc(C(=O)Nc2cc(Cl)ccc2Cl)cc1NC(=O)c1ccc(N(C)C)cc1,-3.4,i,1.8,i,i,i,i,i,i,i,-7.5
COCCCn1c(SC(C)C(=O)NC2CC2)nc2ccccc2c1=O (stereo not given),-4.5,i,0.9,i,i,i,i,i,i,i,-5.1

(list continues)
SMILES,SKKanGAS inh,TMEM16A inh,HDAC3 inhib,RGS4 pot,KCNK9 block,RGS4 block,KCNK3 block,TMEM16A act,KCNQ1 block,KCNQ1 pot,hERG rescue
O=C(Nc1ccc2c(c1)OCO2)N1CCCC1,-2.5,i,2.5,i,i,i,i,i,i,i,-11.0
Cc1nnc(-c2ccc(Oc3ccc(Cl)cc3)c([N+](=O)[O-])c2)o1,2.9,i,0.8,i,i,i,i,i,i,i,1.9
Cc1ccccc1OCC(O)CN1CCC(C)CC1 (stereo not given),3.9,i,-1.4,i,i,i,i,i,i,i,-9.5
COC(=O)c1sccc1NC(=O)Cn1cnc2c1c(=O)n(C)c(=O)n2C,-3.2,i,0.3,i,i,i,i,i,i,i,-2.1
CC1(c2ccccc2Cl)NC(=O)N(CC(=O)Nc2ccc(N3CCCCC3)cc2)C1=O (stereo not given),-6.7,i,1.6,i,i,i,i,i,i,i,-7.5

Screening results: PubChem, several laboratories
